Source: PubChem
ALOX12 inh: inhibitors of human 12S-lipoxygenase ALOX12; P18054; purified 12hLO, xylenol orange hydroperoxide absorbance; Potency, µM (top dose mostly 108 µM), for the others: at the top dose activity change, negative = inhibition, most hits filed as inhibitors; 580,000 tested, 1.1% active; further: on the % scale 0 is the no-effect control and ±100 the full control effect
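Purified human 12hLO (150 nM final) in 25 mM Hepes, 0.01% Triton X-100, pH 7.0 was preincubated 15 min at room temperature with compound. Then 40 uM arachidonic acid was added, 30 min. Hydroperoxide was read by Fe-XO absorbance ratio 573/405 nm.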
HP1b binding inh: blocks HP1-beta chromodomain binding to methylated histone tails; AlphaScreen HP1-beta / biotin-H3K9me3 peptide binding; P83916; Potency, µM (series often up to 114 µM), for inactives: at the highest dose activity change, negative = inhibition, hits mostly inhibitors; 390,000 tested, 0.56% active; AID 540317; further: nearly all actives have a fitted effect of over 70% in size; inactives centre near 23
Target sequence (P83916 whole entry, looked up): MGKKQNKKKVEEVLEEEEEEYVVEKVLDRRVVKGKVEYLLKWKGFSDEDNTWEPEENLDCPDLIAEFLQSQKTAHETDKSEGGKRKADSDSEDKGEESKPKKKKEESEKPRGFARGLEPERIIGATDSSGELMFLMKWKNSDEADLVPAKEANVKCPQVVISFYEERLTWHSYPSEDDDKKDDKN
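HP1-beta protein (50 nM final) preincubated 30 min at room temperature with biotinylated H3(1-18)K9me3 peptide (50 nM) in PBS pH 7.4, 0.01% Tween-20, then compound added for 30 min. AlphaScreen streptavidin donor/nickel chelate acceptor beads (10 ug/mL final), 30 min dark, luminescence read.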
RGS4 inhibitor: blocks human RGS4-accelerated GTP hydrolysis; P49798; Potency, µM (titrated, usually from 114 µM), for inactives: at the top dose activity change, negative = inhibition, actives largely listed as inhibitors; Transcreener GDP fluorescence polarization, RGS4-accelerated GTP hydrolysis; AID 504845; 390,000 tested, 0.039% active; further: on the % scale 0 is the no-effect control and ±100 the full control effect; nearly all actives have a fitted effect of over 75% in size; some results filed as inactive show a strong effect at the top dose
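MLSMR compounds (23 nl, pin-transferred) preincubated 10 min at room temperature with a 500nM (2x) first reagent, then RGS4 at 900nM (2x) plus Transcreener GDP mix added; fluorescence polarization (620/688 nm) read before and after 90 min at 30 °C.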
PGK inhibitor: T. brucei PGK inhibition. PGK/GAPDH coupled, Kinase-Glo luminescence, 60 min. Potency, µM (titrated, usually from 57.5 µM), without a hit: at the top dose activity change, negative = inhibition, actives largely listed as inhibitors. 380,000 tested, 0.043% active. AID 602233; further: on the % scale 0 is the no-effect control and ±100 the full control effect; nearly all actives have a fitted effect of over 60% in size
Target sequence (P07378 whole entry, looked up): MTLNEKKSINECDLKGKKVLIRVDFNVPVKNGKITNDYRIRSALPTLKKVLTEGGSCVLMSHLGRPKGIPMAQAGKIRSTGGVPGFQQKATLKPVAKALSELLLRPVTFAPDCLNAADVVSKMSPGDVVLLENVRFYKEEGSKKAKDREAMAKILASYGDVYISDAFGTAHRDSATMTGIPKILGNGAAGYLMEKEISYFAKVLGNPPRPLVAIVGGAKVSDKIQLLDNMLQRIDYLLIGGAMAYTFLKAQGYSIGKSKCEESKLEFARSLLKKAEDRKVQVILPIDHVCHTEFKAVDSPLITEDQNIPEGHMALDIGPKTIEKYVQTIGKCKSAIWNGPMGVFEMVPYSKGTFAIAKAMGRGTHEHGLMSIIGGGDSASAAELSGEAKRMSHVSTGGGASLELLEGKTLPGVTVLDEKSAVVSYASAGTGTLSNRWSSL
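Luminescent ATP detection (Kinase-Glo Plus) follows a 60-minute room-temperature incubation, with wells lacking PGK as controls. Buffer: 100 mM TEA (pH 7.6), 5 mM MgCl2, 0.01% Tween-20. Coupling enzyme GAPDH (100 nM final) supplies unstable 1,3-BPG in-well.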
JMJD2A Tudor inh: inhibitors of human JMJD2A Tudor domain. O75164. AlphaScreen JMJD2A-Tudor / H3K4me3 peptide binding. Potency, µM (top dose mostly 114 µM), without a hit: at the top dose activity change, negative = inhibition, hits mostly inhibitors. 390,000 tested, 4.4% active. AID 504339; further: on the % scale 0 is the no-effect control and ±100 the full control effect; nearly all actives have a fitted effect of over 50% in size
Pin1 inh: blocks the human prolyl isomerase Pin1. Q13526. Pin1 FP peptide displacement, HiFluor488, 10 min. Potency, µM (highest dose often 115 µM), inactives show top-dose activity, negative = inhibition, usual class: inhibitors. 390,000 tested, 0.009% active; active means well fitted inhibition curve with a large enough effect in the polarisation, with a control signal flat, not every such curve was filed as active; inconclusive means small, poorly fitted or top-dose-only effect, or effect the other way, or a change in a side signal; inactive means no such curve, though single readings can be large or run the other way; the % refers to the polarisation; further: on the % scale 0 is the no-effect control and ±100 the full control effect
rTrxR1 inhibitor: blocks rat thioredoxin reductase 1; recombinant rTrxR1, NADPH fluorescence consumption, selenite substrate; Potency, µM (doses to about 114 µM), without a hit: at the top dose activity change, negative = inhibition, hits mostly inhibitors; 390,000 tested, 1% active; AID 588453; further: on the % scale 0 is the no-effect control and ±100 the full control effect; nearly all actives have a fitted effect of over 65% in size
Target sequence (O89049 whole entry, looked up): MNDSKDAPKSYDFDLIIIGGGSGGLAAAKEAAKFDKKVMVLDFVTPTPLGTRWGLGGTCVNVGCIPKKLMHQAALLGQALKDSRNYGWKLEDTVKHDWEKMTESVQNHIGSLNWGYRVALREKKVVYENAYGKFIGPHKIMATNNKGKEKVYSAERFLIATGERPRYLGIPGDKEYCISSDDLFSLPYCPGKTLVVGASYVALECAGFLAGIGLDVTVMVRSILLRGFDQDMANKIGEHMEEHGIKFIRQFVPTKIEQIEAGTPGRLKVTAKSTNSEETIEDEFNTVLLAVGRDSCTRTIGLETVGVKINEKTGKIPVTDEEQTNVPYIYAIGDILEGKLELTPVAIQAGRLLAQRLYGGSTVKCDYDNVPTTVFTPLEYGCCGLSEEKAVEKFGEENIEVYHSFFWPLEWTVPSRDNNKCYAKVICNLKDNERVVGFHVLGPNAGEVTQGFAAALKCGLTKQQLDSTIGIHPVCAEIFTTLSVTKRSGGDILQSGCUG
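Rat TrxR1 (90 nM in the dispensed reagent) was pre-reduced with 400 uM NADPH for 5 min at room temperature, then incubated with compound for 15 min. After 400 uM selenite was added, NADPH fluorescence (Ex 340/Em 450 nm) was followed for 8 min.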
GLS inhibitor: glutaminase GLS (human) inhibition | O94925 | 410,000 tested, 0.21% active | Potency, µM (doses to about 45.5 µM), without a hit: at the highest dose activity change, negative = inhibition, hits mostly inhibitors | GLS enzymatic activity, qHTS titration; further: on the % scale 0 is the no-effect control and ±100 the full control effect
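hKGA in 45 mM KH2PO4 pH 8.2, 0.02% Tween-20 with pin-transferred compounds; 1 mM L-glutamine (stock) plus glutamate oxidase/HRP/Amplex Red coupling added. Fluorescence read initially and after 30 min at RT.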
ERG-DNA inh: blocks human ERG Ets domain binding to DNA. Potency, µM (titrated, usually from 76.9 µM), for the others: at the top dose FP activity, negative = inhibition, usual class: inhibitors. AID 624246. 370,000 tested, 0.028% active. P11308. fluorescence polarization, His-ERG Ets domain / labelled DNA; active means well fitted inhibition curve with a large enough effect in the polarisation, with a control signal flat; inconclusive means small, poorly fitted or top-dose-only effect, or effect the other way, or a change in a side signal; inactive means no such curve, though single readings can be large or run the other way; the % refers to the polarisation;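 further: polarization taken with two DNA probes labelled with fluorescein and Texas red; % of control where 0% means no effect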
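His-tagged ERG Ets domain (1 uM in the protein solution; 300mM KCl, 50mM Tris-HCl, 1mM EDTA, 1mM DTT, pH 7.5) received compound, then a probe mix of 5 nM fluorescein-DNA and 100nM Texas-615-DNA. Fluorescence polarization was read for both dyes.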
An asterisk follows results filed as active; i = inactive; ? = inconclusive; nt = not tested or not shown; & = joins results of further samples; [ ] = dose if it differs, or a comment. Unless noted, the call rests on the fitted dose curve; in most records, active means well fitted curve in the direction sought with a large enough effect; inconclusive means small, poorly fitted or top-dose-only effect, or another doubt; inactive means no such curve, though single readings can be large; an effect the other way counts as inactive or inconclusive. Potency means the concentration at half of the fitted maximal effect.

SMILES | ALOX12 inh | HP1b binding inh | RGS4 inhibitor | PGK inhibitor | JMJD2A Tudor inh | Pin1 inh | rTrxR1 inhibitor | GLS inhibitor | ERG-DNA inh
CCOc1ccc(NC(=S)NNc2ccnc3cc(Cl)ccc23)cc1 | ? | 11.2µM* | -52.3% | -5.8% | 22.4µM* | 7.0% | 25.0%[57.1 µM] | ? | 2.8%
CCS(=O)(=O)N1CCC(C(=O)Nc2cccc(C(C)=O)c2)CC1 | 0.0% | 9.7% | 25.6%[11.4 µM] | -0.4% | 9.4%[57.1 µM] | -0.8% | 37.0% | -3.8% | -1.8%
CC1Cc2cc(S(=O)(=O)NCc3ccccc3Cl)ccc2N1C(=O)C1CCC1 (configuration not stated) | 9.0% | 30.9% | -7.9% | 7.5% | -16.5% | 20.4% | 5.1% | -1.3% | -4.0%
CC(C)(C)C(=O)Cn1c(NCCO)nc2ccccc21 | 0.0% | 23.7% | 29.7% | -2.9% | -14.0% | 1.7% | -10.7%[57.1 µM] | 27.8% | -0.5%
CN1CCN(CCC(=O)N/N=C/C=C2\N(C)c3ccccc3C2(C)C)CC1 | 16.4% | 15.5% | -11.8% | -11.0% | -34.9% | 31.6%[activator] | -3.2%[57.1 µM] | -16.8% | 40.2%[activator]
CC(C)Cn1cnc2c(SCCc3ccccc3)nc(N)nc21 | -2.7% | 20.6% | 3.3% | 1.7% | -1.4% | 1.1% | -28.3% | -1.6% | -5.0%
CCCC(=O)Nc1sc(C)c(C)c1C(=O)Nc1cccc(C)c1 | 3.6% | 48.3%[activator] | -15.2% | i | -7.3% | 19.4% | 7.4% | -0.1% | nt
O=C(CCNS(=O)(=O)c1cccc2nsnc12)NCc1ccccc1 | -7.6%&-18.1% | -24.1%&55.3% | -8.1%&2.5% | -5.0%&-2.8% | ? | -7.0%&-1.5% | 0.9%[57.1 µM] | -7.5%&-0.3% | -6.5%&6.8%
CCOC(=O)CN1C(=O)Nc2ccc(Br)cc2C1c1ccccc1 (configuration not stated) | -8.5% | 19.6% | 14.0% | 0.4% | -15.9% | ? | 0.8% | 21.5% | -0.9%
Nc1nc(CSc2ncn(-c3ccccc3)n2)cs1 | ? | 27.0% | -13.2% | -1.2% | -18.7% | -0.3% | -3.7% | 23.1% | -3.9%
CC12CCC(C/C1=N\N=C1\NC(=O)/C(=C\c3cccc(Br)c3)S1)C2(C)C (configuration not stated) | 4.5% | -14.3% | -17.3% | -0.8% | ? | 0.6% | -8.1% | -13.0% | 5.2%
Cc1cccc(-n2c(N)cc(=O)nc2SCC(=O)Nc2nnc(C)s2)c1 | 12.8% | 21.4% | 9.8% | i | -17.8% | -6.3% | -4.2% | -9.1% | -14.1%
COc1ccc(Nc2nc(Nc3ccc(OC)cc3OC)nc(N3CCOCC3)n2)c(OC)c1 | -17.8% | 6.5% | 10.3% | -1.0% | ? | 5.0% | 17.8% | 6.1% | 1.4%
COc1ccc(C2CC(c3ccc(C(F)(F)F)cc3)=NN2c2ccc(S(N)(=O)=O)cc2)cc1 (configuration not stated) | -12.6% | 228.9%[activator] | -29.8% | -6.3% | 77.0%[activator] | 4.2% | 39.0%[activator] | -1.4% | 4.4%
CC(CCc1ccccc1)NC(=O)c1ccc(Br)o1 (configuration not stated) | -5.5% | 8.4% | 27.1% | -23.3% | -9.1% | 11.5% | -3.3% | 14.1% | 5.9%
CC(CCc1ccccc1)NC(=O)COC(=O)c1cccs1 (configuration not stated) | -0.8% | 35.9% | 35.8% | -6.9% | -13.8% | -10.3% | 13.1% | 0.1% | -0.7%
CCN(CC)S(=O)(=O)c1ccc(N2CCOCC2)c(NS(=O)(=O)c2cccs2)c1 | 5.0% | 41.0% | 26.6% | -4.9% | 1.4% | -5.0% | 23.0% | 25.3% | -5.4%
Cn1cc(SCC(=O)O)c2ccccc21 | -33.2% | 22.0% | 13.2% | 7.5% | 11.6% | -0.7% | 6.0% | nt | 2.8%
O=C(NNC(=O)c1ccc([N+](=O)[O-])cc1)c1ccc(NS(=O)(=O)c2cccs2)cc1 | -1.2% | 18.4% | -6.7% | -2.1% | -6.2% | -2.0% | -3.0% | 29.6% | -9.1%
Cc1cc(=O)[nH]c2nnc(SCc3ccc(Cl)cc3)n12 | -41.0% | 37.5%[activator] | 0.3% | -4.2% | -17.2% | 3.1% | 0.6%[57.1 µM] | -7.2% | 3.1%
Cc1cc(C)nc(NS(=O)(=O)c2ccc(NS(=O)(=O)c3ccc(C#N)cc3)cc2)n1 | 0.7% | 12.4% | ? | -2.5% | 4.8% | -3.3% | 17.6% | -5.0% | 1.1%
Nc1nc(SCC(=O)NCCCN2CCOCC2)nc2sc3c(c12)CCC3 | 7.4%[57.4 µM] | 27.1% | -5.3% | -4.3% | -13.4% | 3.1% | 9.1% | 1.1% | nt
Cc1c(Cl)cccc1NC(=O)C1=COCCO1 | -5.3% | 20.1% | -8.2% | -5.8% | -1.4% | 1.9% | 11.3%[57.1 µM] | 1.8% | -8.2%
O=S(=O)(NCC(c1cccnc1)N1CCc2ccccc2C1)c1ccccc1 (configuration not stated) | 57.1%[activator] | 13.1% | 8.3% | -2.7% | -30.1% | -0.8% | 17.7% | -1.4% | -7.7%
CCOc1ccc(CNC(=O)CCCn2ccc3cc(S(=O)(=O)N4CCCC4)ccc32)cc1 | 24.0% | 13.4%[57 µM] | -6.0% | -7.4% | -7.9% | -2.9% | 16.6% | 7.4% | 7.4%
Fc1ccc(/C=N/n2c(COc3ccccc3)n[nH]c2=S)cc1 | ? | -8.4% | ? | 4.2% | 56.2µM* | -2.1% | -24.6%[57.1 µM] | -0.9% | -0.1%
CSc1nc2c(c(=O)[nH]1)C(c1ccccc1Cl)CC(=O)N2 (configuration not stated) | -2.0% | 27.0% | -0.4% | -9.4% | 5.6% | 0.3% | 10.2% | ? | -0.4%
N/C(Cc1cccc2ccccc12)=N\OC(=O)c1cccs1 | nt | 23.0% | -7.2% | 1.9% | -3.4% | ? | -9.7% | 2.1% | -2.6%
COC(=O)[C@H](Cc1ccccc1)NC(=O)[C@@]1(C)C[C@@H]1[C@@H](NC(=O)OCc1ccccc1)c1ccccc1 | -1.3% | 38.1% | -7.0% | 8.7% | -17.0% | ? | 13.2% | -3.4% | -4.8%
CCN(Cc1ccccc1)C(c1ccc(C)cc1)c1nnnn1C(C)(C)C (configuration not stated) | ? | 9.5% | -6.3% | 2.0% | -5.4% | -1.8% | 13.7% | -8.4% | 3.0%
O=C(CN(c1ccc(Cl)cc1)S(=O)(=O)c1ccc(Cl)c([N+](=O)[O-])c1)NCCc1ccccc1 | 12.2% | 4.9% | -9.6% | -9.1% | -20.3% | 4.7% | -61.6% | 6.3% | -0.9%
Cc1ccccc1NS(=O)(=O)c1ccc(C)c(C(N)=O)c1 | 0.0% | 29.3% | 7.7% | 0.1% | 12.6% | 1.7% | 20.3% | nt | 13.4%
CCN(C(=O)COC(=O)c1c(C)nsc1NC)c1ccccc1 | 56.7%[activator] | 67.9%[activator] | -12.1% | i | 1.7% | -0.1% | 4.4% | -0.4% | 2.9%
CCOc1ccc(OCC)c(NC(=O)C2CCN(S(=O)(=O)c3c(C)[nH]c(=O)[nH]c3=O)CC2)c1 | 0.3% | -7.3% | ? | -9.8% | -15.0%[11.4 µM] | -10.2% | 20.6%[57.1 µM] | ? | -5.5%
Cc1cccc(NC(=O)CCCN2C(=O)c3ccccc3C2=O)n1 | -26.6% | 35.3%[activator] | -19.5% | -4.2% | -6.1% | -8.2% | 9.9%[57.1 µM] | -1.0% | 1.1%
CCc1cnc2c(c1SCC(=O)NCc1ccc(F)cc1)c(=O)n(C)c(=O)n2C | -5.5%&-11.6% | 18.3% | 8.5% | -5.9% | -9.7% | -4.1% | 11.3%[57.1 µM] | -5.8% | 10.7%
Cc1cc(=O)oc2cc(OCC(=O)NCCCn3ccnc3)ccc12 | ? | 24.8% | 26.3% | -5.2% | 8.9% | 5.1% | -1.2% | 10.1% | -6.7%
CC1CCC(NC(=O)CSc2nncs2)CC1 (configuration not stated) | -10.0% | 6.4% | -17.6% | 4.3% | -4.6% | -0.3% | 5.7%[57.1 µM] | 2.1% | 7.2%
O=C(N/N=C\c1cccnc1)c1ccccc1O | -6.9% | 61.1%[activator] | -6.8% | 10.6% | -6.1% | 3.9% | 16.5%[57.1 µM] | -16.8% | 11.0%
C=C(C)[C@@H](O)COc1c2ccoc2cc2oc(=O)ccc12 | 8.0% | 24.0% | -0.8% | i | -7.0% | -3.9% | -9.9%[57.1 µM] | -11.6% | 5.2%
CCCNC(=O)c1ccc2c(c1)CCN2S(C)(=O)=O | 1.7% | 15.7% | -1.1% | 2.2% | 0.0% | -0.6% | 18.3%[57.1 µM] | -0.9% | -1.3%

Exported as labelled records: part of the list above
molecule: CC1CCC(NC(=O)CSc2nncs2)CC1 (configuration not stated)
  ALOX12 inh: -10.0%; HP1b binding inh: 6.4%; RGS4 inhibitor: -17.6%; PGK inhibitor: 4.3%; JMJD2A Tudor inh: -4.6%; Pin1 inh: -0.3%; rTrxR1 inhibitor: 5.7%[57.1 µM]; GLS inhibitor: 2.1%; ERG-DNA inh: 7.2%

molecule: O=C(N/N=C\c1cccnc1)c1ccccc1O
  ALOX12 inh: -6.9%; HP1b binding inh: 61.1%[activator]; RGS4 inhibitor: -6.8%; PGK inhibitor: 10.6%; JMJD2A Tudor inh: -6.1%; Pin1 inh: 3.9%; rTrxR1 inhibitor: 16.5%[57.1 µM]; GLS inhibitor: -16.8%; ERG-DNA inh: 11.0%

An excerpt, so the mix of outcomes need not match the whole.
